# MEKK3 PB1 HTS = modulators (inhibitors or enhancers) of MEK5 binding to human MEKK3 PB1 domain; bead-based flow cytometry, Alexa488-MEK5 binding to MEKK3; actives lie on both sides; 0 = blocked by unlabeled MEK5, 100 = vehicle; binding response (% of control), % at 10 µM; hit rate 1.4% among 290,000; AID 1529;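 active = binding response more than 3 SD above or below the average of its plate-row segment, actives on both sides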;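 note: Alexa488 bead fluorescence after subtracting the streptavidin-only scavenger bead signal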
# IDE inh = inhibitors of human insulin-degrading enzyme in cells | P14735 | HEK cells, FAbetaB cleavage, fluorescence polarization | inhibition, % at 5.59 µM | hit rate 0.41% among 320,000 | AID 434962;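 active = percent inhibition above the average of all tested compounds plus 3 SD, set per screening campaign, cut at about 16% in these data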;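 note: IDE supplied by intact live HEK cells; FP after avidin binding of uncleaved biotin substrate so inhibition keeps polarization high; 0% = DMSO wells and 100% = 60 µM reference IDE inhibitor Ii1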
# CRFR2-BP ag = agonists of human CRF-binding protein/CRF-R2 receptor complex; HEK293 CRF-R2/CRF-BP, calcium dye fluorescence (FLIPR); percent of saturating CRF peptide response; AID 588473; hit rate 0.46% among 350,000; activation, % at 13.2 µM;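 active = activation of at least 50%, plus an integration ratio under a set limit after plate pattern correction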;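 note: plate controls were neutral control wells without compound for no effect and CRF at EC100 for full effect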
# p-CIP stab down = lowers stability of the mouse p/CIP coactivator protein. Q05BA5. hit rate 0.01% among 290,000. decrease of EGFP signal, % at 10 µM. F442A p/CIP-EGFP cells, EGFP fluorescence, 16 h;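 active = EGFP signal decrease of at least 30% at 10 µM or well 3 SD below plate mean, unless failing retest; inactive = the rest, including hits failing retest or dose response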; note: some compounds called inactive have numbers as strong as hits; many of its hits are not listed in these tables
# IDE cell activ = activators of human insulin-degrading enzyme in cells | HEK cells, FAbeta-B cleavage, fluorescence polarization; 0% vehicle, 100% cell-free pure enzyme wells | activation, % at 5.96 µM | hit rate 0.073% among 340,000;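 active = activation above the mean of all tested compounds plus 3 SD, set per screening campaign, cut at about 17% in these data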
# PHOSPHO1 block = blocks human PHOSPHO1 phosphatase activity. inhibition, % at 13.3 µM. recombinant PHOSPHO1, absorbance phosphatase assay. Q8TCT1. hit rate 1.1% among 290,000; in the data active = inhibition above about 60%
# GalR3 antagonist = antagonists of human GalR3; HEK293 GalR3-CNG cAMP membrane potential fluorescence; galR3 body fused to GalR1 C-terminus; inhibition, % at 3 µM; hit rate 0.44% among 360,000;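 active = inhibition above the screen-wide average plus 3 SD, cut at about 13% in these data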;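 note: forskolin and galanin both at EC90 stimulate the cells; cAMP rise reported by CNG channel membrane potential dye signal; 0% = forskolin plus galanin with DMSO and 100% = forskolin alone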
# M4 PAM = potentiates acetylcholine response at human M4 receptor | activation, % at 3 µM | CHO-K1 hM4/Gqi5, Fluo-8 calcium fluorescence, ACh EC20; 0% = ACh EC20, 100% = maximal ACh | hit rate 0.4% among 360,000 | P08173;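 active = activation above its plate's cutoff, the mean activation of sample wells plus 3 SD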; note: some results filed as inactive read as strong as hits
# CRFBP-R2 block = antagonists of CRF-binding protein/CRF-R2 receptor complex; HEK293 CRF-R2/CRF-BP, CRF-induced calcium fluorescence; inhibition, % at 11.8 µM; hit rate 0.59% among 350,000; AID 588475;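 active = inhibition of the ligand-induced calcium signal above about 50% at the single tested concentration, limit read from the data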
# * marks the source's active call; other numbers are inactive results; / = not tested or not shown; & = joins results of further samples. No enrichment for hits; 4.2% or so of the library scored in one or more.
item	Compound	IDE inh	M4 PAM	p-CIP stab down	PHOSPHO1 block	GalR3 antagonist	IDE cell activ	CRFBP-R2 block	CRFR2-BP ag	MEKK3 PB1 HTS
1	CC(C)N1C[C@@]23C=C[C@@H](O2)C(C(=O)OCc2ccccc2)[C@H]3C1=O (some centres not stated)	0	6	-2	-2	-3	0	7	-1.1	78
2	Cc1cccc(CSc2nnc(C)c(=O)n2N)c1	7	8	4	-12	-6	6	18	-2.6	128*
3	CCOc1cccc(OCCNC2CCCC2)c1	0	5	5	34	-3	8	-35	0.9	99
4	CCN(CC)c1ccc(/C=C2\SC(N)=NC2=O)cc1	/	3	-64	49	-10	-32	-32	27	108
5	COC(=O)C1CCCN1S(=O)(=O)c1ccc2ccccc2c1 (configuration not stated)	2	27	7	-50	-9	0	-3	4.8	102
6	O=C(N/N=C/c1ccc(O)cc1O)c1ccc(NC(=O)C2CCCCC2)cc1	-6	0	-20	27	-2	2	9	1.2	101
7	Cc1ccc(S(=O)(=O)Nc2ccc3oc(=O)sc3c2)c(C)c1	18*	-4	-6	24	-4	-3	-7	2.5	103
8	CCCCCCCCNc1ncnc2[nH]ncc12	/	-1	/	/	-5	3	5	-0.5	/
9	CCN(CC)CCCn1c2c(c(SCC(=O)Nc3cc(C)on3)nc1=O)CCC2	-2	9	/	/	-3	6	17	4.0	/
10	CCN(CC)C(=O)C1=C(C)N(CCCOC)C(=O)C(CC(=O)NCCCN(C)C)C1 (configuration not stated)	/	2	/	/	-6	/	-5	-1.1	/
11	O=C(NN(C(=O)c1ccccc1)c1ccccc1)c1ccccc1	2	-5	-5	17	12	7	17	-1.8	100
12	C[C@]12CC[C@@H]3c4ccc(OS(=O)(=O)O)cc4CC[C@H]3[C@@H]1CCC2=O	-3&-4&4	-4&-4	2	4	-2	3&1	7&2	-0.8&-1.5	91&97
13	CCOC(=O)c1c(C)[nH]c(C(=O)OCC(=O)N(CC)c2c(N)n(Cc3ccccc3)c(=O)[nH]c2=O)c1C	/	-2	/	/	-6	0	-1	0.1	/
14	Cc1cccc(C(=O)NCCN2CCCC2)c1	-2	-1	10	6	-5	0	8	0.9	104
15	O=C(Nc1ccccc1)OCCNC1CCCCC1	/	0	/	/	-5	6	12	-0.6	/
16	CN1CCC(=C2c3ccccc3C(O)c3ccccc32)CC1 (configuration not stated)	4	-20	13	-25	-13	2	0	5.4	120
17	NC(=O)c1ccc(NC(=O)CN2C(=O)NC3(CCCCCCC3)C2=O)cc1	6	6	/	/	-4	-1	1	-2.6	/
18	CCOc1ccccc1N(CC(=O)Nc1cccc(OC)c1)S(=O)(=O)c1ccccc1	-4	-7	-2	-62	-2	1	12	0.1	105
19	O=S(=O)(c1cccc2nsnc12)N1CCN(Cc2ccccc2)CC1	2	-7	-10	28	-11	3	-9	-0.3	104
20	COc1ccc(NC(C)=O)cc1NC(C)C(=O)Nc1cc(C(F)(F)F)ccc1N1CCOCC1 (configuration not stated)	3	4	6	-18	2	2	-21	-5.4	100

# An excerpt from above in order of SMILES length, smallest number first.
item	Compound	IDE inh	M4 PAM	p-CIP stab down	PHOSPHO1 block	GalR3 antagonist	IDE cell activ	CRFBP-R2 block	CRFR2-BP ag	MEKK3 PB1 HTS
3	CCOc1cccc(OCCNC2CCCC2)c1	0	5	5	34	-3	8	-35	0.9	99
16	CN1CCC(=C2c3ccccc3C(O)c3ccccc32)CC1 (configuration not stated)	4	-20	13	-25	-13	2	0	5.4	120
19	O=S(=O)(c1cccc2nsnc12)N1CCN(Cc2ccccc2)CC1	2	-7	-10	28	-11	3	-9	-0.3	104
9	CCN(CC)CCCn1c2c(c(SCC(=O)Nc3cc(C)on3)nc1=O)CCC2	-2	9	/	/	-3	6	17	4.0	/
10	CCN(CC)C(=O)C1=C(C)N(CCCOC)C(=O)C(CC(=O)NCCCN(C)C)C1 (configuration not stated)	/	2	/	/	-6	/	-5	-1.1	/

# Next results follow:
item	Compound	IDE inh	M4 PAM	p-CIP stab down	PHOSPHO1 block	GalR3 antagonist	IDE cell activ	CRFBP-R2 block	CRFR2-BP ag	MEKK3 PB1 HTS
21	CN1C(=O)CC(Nc2cccc3cccc(N)c23)C1=O (configuration not stated)	-8	4	-26	-1	/	-1	1	4.1	84
22	Cc1ccc(CNS(=O)(=O)c2c(C)[nH]c(=O)[nH]c2=O)cc1	/	3	-6	35	-8	3	-23	0.5	98
23	Cc1ccc2c(c1)c(C)cc(=O)n2CCC(=O)O	0	16	3	5	-1	1	8	1.3	90
24	COC(=O)CCSc1nccn1Cc1ccccc1	-2	11	10	12	-5	2	8	-0.5	94
25	CCN(CC)C(=N)/C(C#N)=N/Nc1ccccc1	-4	-2	4	32	-6	/	20	-1.3	94
26	O=C(Cn1cnc2c(nnn2Cc2ccc(F)cc2)c1=O)NCc1ccc2c(c1)OCO2	2	7	2	0	-6	6	0	-5.9	99
27	COc1ccc(C(=O)Nc2c(Cl)cc(Cl)cc2C(=O)NCCN2CCOCC2)cc1	0	-2	-36	-10	-4	-5	-16	0.1	99
28	Cc1nn(-c2ccccn2)c(C)c1Oc1ccccc1O	4	-3	-5	-1	-4	0	15	1.0	101
29	O=C(CN1CCN(c2ncccn2)CC1)NCc1ccc2c(c1)OCO2	1	-4	10	-1	-2	2	3	-1.8	103
30	COc1ccc(CN(C)C(=O)c2ccc(OCC(=O)Nc3cccc(C(F)(F)F)c3)c(OC)c2)cc1	/	-12	/	/	18*	/	2	0.9	/
31	COc1ccc(N2CCN(C(=O)CCC(=O)N3CC(C)Oc4ccccc43)CC2)cc1 (configuration not stated)	2	-6	1	36	/	-2	12	-2.4	97
32	CCOC(=O)Cn1c(=O)n(Cc2ccccc2)c(=O)c2cccnc21	1	4	10	/	-9	-2	-9	-6.9	103
33	COc1cccc(-c2nnn(CC(=O)NC3CCCC3)n2)c1OC	-2	-6	-6	9	-5	5	14	0.9	95
34	C=C(C)CN(CC)C(=O)COc1ccc(S(=O)(=O)Nc2ccc(OC)cc2)cc1	4	-9	0	0	-5	-1	-13	19	106
35	COc1ccc(C(=O)NCCSCc2ccc(C)cc2)cc1	-5	3	-4	50	-3	-2	29	-1.9	99
36	C/C=C(\C)C(=O)N[C@@H](C)CN1C2=NC[C@H](C(C)C)N2C[C@H]1Cc1ccc(OC)cc1	/	-1	8	26	8	-4	20	-2.1	93
37	COc1ccc([C@@H]2CC(=O)c3c(O)cc(O[C@@H]4O[C@H](CO[C@@H]5O[C@@H](C)[C@H](O)[C@@H](O)[C@H]5O)[C@@H](O)[C@H](O)[C@H]4O)cc3O2)cc1O	0	0	2	15	0	2	-8	-0.8	102
38	CCOC(=O)C1CCCN(C(=O)C(CCSC)NC(=O)COc2ccccc2)C1 (configuration not stated)	/	7	/	/	-2	4	12	0.1	/
39	C[C@H](CO)N1C[C@H](C)[C@@H](CN(C)S(=O)(=O)c2cn(C)cn2)Oc2c(NS(=O)(=O)c3cccs3)cccc2C1=O	-4	11	/	/	-5	4	-8	-0.9	/
40	Cc1ccc(N=C2CSC(=O)N2)cc1	-7	0	-16	16	-6	4	-19	-1.0	99

# Overlap with the part before: 6 entries, followed by the next part.
item	Compound	IDE inh	M4 PAM	p-CIP stab down	PHOSPHO1 block	GalR3 antagonist	IDE cell activ	CRFBP-R2 block	CRFR2-BP ag	MEKK3 PB1 HTS
35	COc1ccc(C(=O)NCCSCc2ccc(C)cc2)cc1	-5	3	-4	50	-3	-2	29	-1.9	99
36	C/C=C(\C)C(=O)N[C@@H](C)CN1C2=NC[C@H](C(C)C)N2C[C@H]1Cc1ccc(OC)cc1	/	-1	8	26	8	-4	20	-2.1	93
37	COc1ccc([C@@H]2CC(=O)c3c(O)cc(O[C@@H]4O[C@H](CO[C@@H]5O[C@@H](C)[C@H](O)[C@@H](O)[C@H]5O)[C@@H](O)[C@H](O)[C@H]4O)cc3O2)cc1O	0	0	2	15	0	2	-8	-0.8	102
38	CCOC(=O)C1CCCN(C(=O)C(CCSC)NC(=O)COc2ccccc2)C1 (configuration not stated)	/	7	/	/	-2	4	12	0.1	/
39	C[C@H](CO)N1C[C@H](C)[C@@H](CN(C)S(=O)(=O)c2cn(C)cn2)Oc2c(NS(=O)(=O)c3cccs3)cccc2C1=O	-4	11	/	/	-5	4	-8	-0.9	/
40	Cc1ccc(N=C2CSC(=O)N2)cc1	-7	0	-16	16	-6	4	-19	-1.0	99
41	CC(=O)N1CC2(C)CN(C(C)=O)CC(C)(C1)C2	0	-4	-7	-17	-1	4	-3	-3.5	91
42	CCCCc1cc(=O)oc2cc(C)cc(OCC(=O)N3C[C@H]4C[C@@H](C3)c3cccc(=O)n3C4)c12	9	6	12	-39	-6	2	1	-1.5	101
43	Fc1ccc(Nc2ncnc3sc4c(c23)CCC4)cc1F	0	-2	-2	1	-9	0	-13	1.2	99
44	O=C(COC(=O)c1ccccc1-n1cnnn1)c1ccccc1	-8	6	/	/	-4	4	-8	-0.8	/
45	CC1=C(c2ccc(F)cc2)[N+](=O)C(C)(C)N1[O-]	6	6	-15	12	-5	7	-11	-1.8	94
46	Cc1ccccc1N1CCN(CCCOc2ccc3c(C)cc(=O)oc3c2)CC1	4	-15	-19	-4	-7	8	-12	0.0	69
47	CC(=O)c1ccc(N(C(=O)CNC(=O)c2ccco2)C(C(=O)NCC2CCCO2)c2ccccc2)cc1 (configuration not stated)	2	3	-20	41	-6	1	-3	0.2	99
48	CCCCCCCCNC(CO)(CO)CO	8	6	-6	-33	-2	/	-11	1.1	99
49	CCOc1cc(C(=O)NCc2ccc(C)cc2)ccc1OCC(=O)N1CCOCC1	4	3	-14	6	-4	0	25	1.9	112
50	CCN(C(=O)COC(=O)CCOc1ccccc1)c1c(N)n(Cc2ccccc2)c(=O)[nH]c1=O	-2	7	/	/	-7	1	3	2.2	/
51	CCN(CC)S(=O)(=O)c1ccc(C)c(N=C=S)c1	-7	-1	-4	27	-1	0	-7	-2.8	101
52	CCCCCC(=O)OC(CN1CCCCC1)CN1CCCC1=O (configuration not stated)	0	-2	-11	6	1	4	5	-1.3	101
53	N/C(=N\OC(=O)Cc1cccc2ccccc12)c1ccccn1	5	0	3	5	-7	4	5	0.1	106
54	Cc1cccc(OCC(=O)Nc2cc(S(=O)(=O)N3CCOCC3)ccc2N2CCCC2)c1C	4	1	/	/	-4	-1	5	-0.8	/
55	O=C(/C=C/c1ccc(F)cc1)NNC(=O)CCN1CCN(Cc2ccccc2)CC1	2	4	-1	-3	-8	-2	6	-2.4	102
56	COc1ccc(OCC(=O)Nc2ccc(N3CCN(C(=O)c4ccccc4)CC3)c(Cl)c2)cc1	-5	-12	-5	38	-1	2	6	0.5	100
57	O=C1CC2(CCN(C(=O)c3ccccc3[N+](=O)[O-])CC2)Oc2ccccc21	4	0	/	/	-4	1	-7	0.0	/
58	CN(CCCCOc1ccc(F)cc1)Cc1ccccc1	2	-11	-1	3	-5	3	1	0.7	93
59	O=[N+]([O-])c1ccc(S(=O)(=O)NCC(c2cccnc2)N2CCOCC2)cc1 (configuration not stated)	-5	-7	-4	-30	-1	2	14	0.5	97
60	Cc1ccc(NC(=O)c2ccc(OC(=O)COc3ccc(Cl)cc3C)cc2)cc1	-2	0	-1	-59	-5	-2	-4	-0.8	87

# Screens: PubChem BioAssay, several laboratories
